# Screening results (PubChem)
# IDH1 R132H inh – IDH1 R132H (human) inhibition | O75874 | IDH1 R132H reductase, diaphorase/resazurin fluorescence, 60 min | inhibition, % at 10 µM | hit rate 0.18% among 70,000 | AID 624101; in the data active means inhibition above about 34%;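 further: 0% = DMSO and 100% = no enzyme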
# PRC2 inh – EZH2 (human) methyltransferase inhibition; PRC2 H3K27 methylation, DELFIA TRF, 1 h; inhibition, % at 12.5 µM; hit rate 0.35% among 57,000; AID 651548;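 active means mean inhibition of replicates at least 50% and every single replicate also reaching 50%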;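 further: dimethyl H3K27 on biotinylated H3 21-44 peptide detected by antibody; plate controls were median neutral control wells for no effect and median positive control wells for full effect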
# Target sequence (Q15910 whole entry, looked up): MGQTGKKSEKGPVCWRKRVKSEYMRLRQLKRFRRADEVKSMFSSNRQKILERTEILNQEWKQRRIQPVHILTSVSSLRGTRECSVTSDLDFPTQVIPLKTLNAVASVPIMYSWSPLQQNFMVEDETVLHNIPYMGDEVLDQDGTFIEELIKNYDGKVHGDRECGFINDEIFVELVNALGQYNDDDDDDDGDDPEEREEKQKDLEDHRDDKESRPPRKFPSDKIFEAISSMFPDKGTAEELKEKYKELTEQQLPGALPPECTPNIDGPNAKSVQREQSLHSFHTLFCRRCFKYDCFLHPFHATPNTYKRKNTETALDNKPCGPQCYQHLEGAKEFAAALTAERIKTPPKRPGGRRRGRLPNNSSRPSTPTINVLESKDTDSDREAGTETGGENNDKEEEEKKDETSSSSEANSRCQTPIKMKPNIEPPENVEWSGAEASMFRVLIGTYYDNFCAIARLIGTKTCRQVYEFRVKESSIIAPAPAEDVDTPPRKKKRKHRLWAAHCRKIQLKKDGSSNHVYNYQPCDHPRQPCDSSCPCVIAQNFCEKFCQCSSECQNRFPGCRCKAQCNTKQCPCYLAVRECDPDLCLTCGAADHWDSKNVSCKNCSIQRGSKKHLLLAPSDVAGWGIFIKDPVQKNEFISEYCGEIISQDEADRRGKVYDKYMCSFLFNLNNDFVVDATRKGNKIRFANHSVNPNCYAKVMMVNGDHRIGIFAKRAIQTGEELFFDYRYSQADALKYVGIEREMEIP
# Numbers without * were called inactive; / = not tested or not shown; & = joins results of further samples.
SMILES,IDH1 R132H inh,PRC2 inh
C[C@H]1CN([C@@H](C)CO)C(=O)c2ccccc2-c2ccccc2CO[C@@H]1CN(C)C(=O)Nc1ccnc(N2CCOCC2)c1,-0.7,-1
CC(C)CC#Cc1cnc2c(c1)C(=O)N([C@H](C)CO)C[C@H](C)[C@H](CN(C)Cc1ccc3c(c1)OCO3)O2,-0.7,/
NC(CC(=O)Nc1ccc(Cl)cc1)C(=O)O (centres undefined),-0.2,4
O=C1/C(=C/c2cn[nH]c2-c2ccc(F)cc2)CS/C1=C\c1cn[nH]c1-c1ccc(F)cc1,-0.6,-15
O=C(CCCCCCC(=O)Nc1ccccc1O)N/N=C/c1cc(O)ccc1[N+](=O)[O-],0.5,-6
O=C(Nc1ccc2c(c1)[C@@H]1C[C@H](CC(=O)N3CCOCC3)O[C@@H](CO)[C@@H]1O2)Nc1ccccc1F,-0.6,-1
COCCNS(=O)(=O)c1cc(OC)c(Cl)cc1OC,-0.3,-8
N#Cc1ccccc1NC(=O)c1ccccc1OCC(=O)Nc1ccc2c(c1)oc1ccccc12,-0.2,-8
COc1ccc(CN(C)C[C@H]2OCCCC[C@@H](C)Oc3ccc(NC(=O)Nc4cccc5ccccc45)cc3C(=O)N([C@H](C)CO)C[C@@H]2C)cc1,1.9,/
CO[C@H]1CN(C)C(=O)c2ccc(NC(=O)C3CC3)cc2OC[C@@H](C)N(Cc2ccccc2)C[C@H]1C,0.1,-12
O=C(C[C@@H]1CC[C@@H](NC(=O)CCN2CCCCC2)[C@H](CO)O1)Nc1nccs1,-0.2,15
CCCCCCCCCCC/C=C\C/C=C\CCCC(=O)O,-0.5,/
Cc1ccc(-c2ccc3c(c2)O[C@@H](CN(C)Cc2ccccn2)[C@@H](C)CN([C@H](C)CO)S3(=O)=O)cc1,-0.3,-14
C[C@H](CO)N1C[C@H](C)[C@H](CN(C)Cc2ccc(C(=O)O)cc2)OCCCC[C@H](C)Oc2ccc(NC(=O)Nc3ccc(C(F)(F)F)cc3)cc2C1=O,5.0,/
Cc1ccc(S(=O)(=O)N(C)C[C@@H]2Oc3ccc(NS(=O)(=O)c4cn(C)cn4)cc3C(=O)N([C@H](C)CO)C[C@H]2C)cc1,-1.9,/
C[C@@H]1CN([C@@H](C)CO)C(=O)c2cccc(NC(=O)Nc3ccc(F)cc3)c2O[C@@H]1CN(C)Cc1ccc(C(=O)O)cc1,1.6,0
O=C(N[C@@H]1CC[C@H](CCNS(=O)(=O)c2ccccc2)O[C@@H]1CO)c1cnccn1,-0.2,-6
COc1ccc(S(=O)(=O)N(C)C[C@H]2Oc3ncc(-c4ccncc4)cc3C(=O)N([C@@H](C)CO)C[C@@H]2C)cc1,/,0&-2
CCCNC(=O)N1[C@H](C#N)[C@@H](c2ccc(-c3ccccc3F)cc2)[C@H]1CO,-0.3,/
CCCC#Cc1ccc2c(c1)O[C@@H](CN(C)Cc1cncnc1)[C@H](C)CN([C@H](C)CO)S2(=O)=O,-0.9,2
COc1ccc(-c2nc3cc(C(C)C)ccc3o2)cc1NC(=O)COc1ccc(C)cc1,0.4,-20
CCC(=O)Nc1ccc2c(c1)OC[C@H](C)N(CC1CCCCC1)C[C@H](C)[C@H](OC)CN(C)C2=O,/,-2
COc1ccc(OC)c(NC(=O)CSc2ncccn2)c1,-0.2,-9
Cc1cccc(C)c1N(CC(=O)NC1CCCCC1)S(C)(=O)=O,0.1,11
CC(C)C#Cc1cnc2c(c1)C(=O)N([C@@H](C)CO)C[C@H](C)[C@@H](CN(C)Cc1cncnc1)O2,-0.1,4
C[C@@H]1CN([C@@H](C)CO)C(=O)c2cccc(NC(=O)NC3CCCCC3)c2O[C@@H]1CN(C)Cc1ccc(Cl)c(Cl)c1,-0.9,/
O=C(C[C@@H]1C[C@@H]2c3cc(NC(=O)CC4CC4)ccc3O[C@@H]2[C@H](CO)O1)NCc1cccnc1,-0.2,7
C[C@H](CO)N1C[C@H](C)[C@@H](CN(C)Cc2ccc(O)cc2)OCc2cnnn2CCCC1=O,/,4
CS(=O)(=O)Nc1ccc2c(c1)[C@@H]1C[C@H](CC(=O)NCc3ccc(Oc4ccccc4)cc3)O[C@H](CO)[C@@H]1O2,0.1,2
CC(C)NC(=O)Nc1ccc2c(c1)C(=O)N([C@H](C)CO)C[C@H](C)[C@H](CN(C)C(=O)Nc1ccc(C(F)(F)F)cc1)O2,/,-19
COc1ccc(NC(=O)Nc2ccc3c(c2)CC(=O)N([C@H](C)CO)C[C@H](C)[C@H](CN(C)Cc2ccc(-c4ccccc4)cc2)O3)cc1,2.0,/
COCC#Cc1ccc2c(c1)O[C@@H](CN(C)C(=O)C1CCOCC1)[C@H](C)CN([C@H](C)CO)S2(=O)=O,1.0,-5
C[C@@H]1CCCCO[C@H](CN(C)C(=O)Nc2ccc(F)cc2)[C@H](C)CN([C@H](C)CO)C(=O)c2cc(NC(=O)Nc3ccc(F)cc3)ccc2O1,2.2,/
C[C@H]1CN([C@@H](C)CO)C(=O)CCCn2cc(nn2)CO[C@@H]1CN(C)C(=O)Oc1ccccc1,/,3
Cc1ccc(S(=O)(=O)N2CCN(Cc3ccc(OCCO)cc3)CC2)cc1,/,5
C[C@H](CO)N1C[C@H](C)[C@@H](CN(C)C(=O)Cc2cccnc2)Oc2cc(-c3cncnc3)ccc2S1(=O)=O,4.2,/
CNC[C@@H]1OCCCC[C@H](C)Oc2ccc(NS(C)(=O)=O)cc2C(=O)N([C@@H](C)CO)C[C@@H]1C,4.4,1
C[C@H](CO)N1C[C@H](C)[C@@H](CN(C)Cc2ccc(C(=O)O)cc2)Oc2ccc(NC(=O)CCC(F)(F)F)cc2C1=O,0.0,6
Cc1ccc(-c2cnc3c(c2)C(=O)N([C@@H](C)CO)C[C@H](C)[C@@H](CN(C)C(=O)Cc2cccnc2)O3)cc1,-4.3,9
C[C@@H]1CN([C@@H](C)CO)C(=O)c2cc(NS(=O)(=O)c3ccc(F)cc3)ccc2O[C@@H](C)CCCCO[C@H]1CN(C)CC1CC1,1.5,/
C[C@@H](CN1CCC(Cc2ccccc2)CC1)[C@@H](O)c1ccc(O)cc1,-0.5,-14
COCC#Cc1cnc2c(c1)C(=O)N([C@H](C)CO)C[C@H](C)[C@H](CN(C)C(=O)CCN1CCCCC1)O2,0.5,25
Cc1ccc(S(=O)(=O)N(C)C[C@H]2OCCCC[C@@H](C)Oc3ccc(NC(=O)Nc4ccccc4)cc3C(=O)N([C@H](C)CO)C[C@H]2C)cc1,-0.8,/
COc1cc(C2NC(=O)NC(c3ccccc3)=C2C(=O)c2ccccc2)cc(Cl)c1OCC(N)=O (centres undefined),3.7,-32
COCC(=O)Nc1ccc2c(c1)OC[C@@H](C)N(Cc1ccccc1OC)C[C@@H](C)[C@@H](OC)CN(C)C2=O,-0.3,2
C[C@@H]1CN([C@@H](C)CO)C(=O)Cc2cc(NC(=O)CCN3CCOCC3)ccc2O[C@@H]1CN(C)S(=O)(=O)c1cn(C)cn1,1.4,/
CC(=O)Nc1cccc(NC(=S)NCc2ccco2)c1,0.6,10
C[C@H]1CN([C@@H](C)CO)C(=O)c2cccc(NC(=O)Nc3ccc(F)cc3)c2O[C@@H]1CN(C)Cc1ccc(-c2ccccc2)cc1,3.2,/
C[C@@H]1CN([C@@H](C)CO)C(=O)Cc2cc(NS(=O)(=O)c3ccc(Cl)cc3)ccc2O[C@H]1CN(C)C,0.3,/
O=C(C[C@H]1C[C@@H]2c3cc(NC(=O)CC4CC4)ccc3O[C@@H]2[C@H](CO)O1)NCc1ccccc1,-0.1,0
COc1ccc(S(=O)(=O)Nc2ccc3c(c2)C(=O)N([C@@H](C)CO)C[C@@H](C)[C@@H](CN(C)CC2CCCCC2)OCCCC[C@H](C)O3)cc1,-1.7,/
O=C(C[C@H]1C[C@@H]2c3cc(NC(=O)CC4CC4)ccc3O[C@@H]2[C@H](CO)O1)NCc1cc(F)ccc1F,-0.1,-3
C[C@H]1CN([C@@H](C)CO)C(=O)CCCn2cc(nn2)CO[C@H]1CN(C)Cc1ccc(Cl)c(Cl)c1,-0.5,9
CC(C)NC(=O)N(C)C[C@@H]1Oc2ccc(N(C)C)cc2C(=O)N([C@@H](C)CO)C[C@@H]1C,-0.3,-4
O=C(CCCCCC(=O)Nc1ccccc1O)N/N=C/c1ccc(CO)o1,0.3,1
C[C@H]1CN([C@@H](C)CO)C(=O)c2cc(NC(=O)Nc3ccc(F)cc3)ccc2O[C@@H]1CN(C)C(=O)Nc1ccc(C(F)(F)F)cc1,2.8,/
Cc1noc(C)c1S(=O)(=O)N(C)C[C@H]1OCc2ccccc2-c2c(n(C)c3ccccc23)C(=O)N([C@H](C)CO)C[C@@H]1C,-0.2,-27
C=C(C)C1CCC2(C(=O)O)CCC3(C)C(CCC4C5(C)C(C=O)C(O)C(C)(CO)C5CCC43C)C12 (centres undefined),0.2,/
Cc1noc(C)c1NC(=O)Nc1cccc2c1O[C@H](CN(C)Cc1ccc(C(F)(F)F)cc1)[C@@H](C)CN([C@H](C)CO)C2=O,-2.4,-2
CCCc1cn(CC[C@H]2CC[C@H](NC(=O)CCN3CCCCC3)[C@@H](CO)O2)nn1,-0.1,5
# (next part)
SMILES,IDH1 R132H inh,PRC2 inh
Nc1nc(CSc2ccccn2)nc(Nc2ccccc2)n1,0.6,-10
C[C@@H]1CN([C@H](C)CO)C(=O)c2cc(NS(=O)(=O)c3ccccc3)ccc2O[C@H]1CN(C)S(C)(=O)=O,6.6,/
O=C(C[C@@H]1C[C@H]2c3cc(NS(=O)(=O)c4ccc(F)cc4)ccc3O[C@H]2[C@H](CO)O1)N1CCOCC1,1.0,12
Cc1ccc(S(=O)(=O)Nc2ccc3c(c2)C(=O)N([C@@H](C)CO)C[C@H](C)[C@@H](CN(C)C(=O)NC(C)C)OCCCC[C@H](C)O3)cc1,-2.7,/
CO[C@@H]1CN(C)C(=O)c2ccc(NC(=O)Nc3ccccc3)cc2OC[C@@H](C)N(C(=O)CN(C)C)C[C@@H]1C,-0.1,1
C[C@@H]1CN([C@@H](C)CO)C(=O)c2cc(NS(=O)(=O)c3cccs3)ccc2O[C@@H]1CN(C)Cc1ccc(-c2ccccc2)cc1,1.6,47
COc1ccc(S(=O)(=O)Nc2ccc3c(c2)C(=O)N([C@@H](C)CO)C[C@@H](C)[C@@H](CN(C)Cc2ccc4c(c2)OCO4)OCCCC[C@@H](C)O3)cc1,0.6,/
COc1ccc(CN(C)C[C@@H]2Oc3ccc(NC(=O)Nc4ccc(OC)cc4)cc3CC(=O)N([C@@H](C)CO)C[C@@H]2C)cc1,0.9,/
CCCNC(=O)N(C)C[C@H]1Oc2ncc(C#Cc3ccccc3F)cc2C(=O)N([C@@H](C)CO)C[C@@H]1C,/,-18
c1ccc(-n2nnnc2CSc2ncn[nH]2)cc1,0.1,-3
C[C@@H]1CN([C@H](C)CO)C(=O)c2cc(NC(=O)Cc3ccccc3)ccc2O[C@@H](C)CCCCO[C@H]1CN(C)C(=O)c1ccccc1,-1.9,/
C[C@@H]1CN([C@@H](C)CO)C(=O)Cc2cc(NC(=O)NC3CCCCC3)ccc2O[C@H]1CN(C)Cc1ccncc1,47*,-2
COCC(=O)Nc1ccc2c(c1)OC[C@H](C)N(Cc1cccnc1)C[C@@H](C)[C@H](OC)CN(C)C2=O,0.2,-3
Cc1ccc(-c2csc3ncnc(SCC(=O)Nc4ccccc4F)c23)cc1,0.0,-9
COc1ccc(NC(=O)Nc2ccc3c(c2)CC(=O)N([C@H](C)CO)C[C@H](C)[C@@H](CN(C)Cc2ccccc2)O3)cc1,-0.3,-32
C[C@@H]1CN([C@@H](C)CO)C(=O)c2cc(C#CC3(O)CCCC3)cnc2O[C@@H]1CN(C)C,1.8,0
COc1ccccc1S(=O)(=O)N[C@H]1C=C[C@@H](CC(=O)NCc2cccc(F)c2)O[C@@H]1CO,-0.1,3
O=C(Cc1ccccc1[N+](=O)[O-])Nc1ccc2c(c1)OCCO2,0.4,-2
C[C@H](CO)N1C[C@H](C)[C@@H](CN(C)C(=O)Nc2cccc(Oc3ccccn3)c2)OCc2cnnn2CCCC1=O,/,-2
C[C@H](CO)N1C[C@H](C)[C@@H](CN(C)C(=O)CN(C)C)Oc2cc(C#Cc3cccnc3)ccc2S1(=O)=O,7.4,1
C[C@@H]1CN([C@H](C)CO)C(=O)c2cc(C3=CCCCC3)cnc2O[C@@H]1CN(C)CC1CCOCC1,-1.5,-12
C[C@H](CO)N1C[C@H](C)[C@H](CN(C)C(=O)c2ccccn2)Oc2ncc(-c3cccc(C#N)c3)cc2C1=O,-2.6,4

# An excerpt of the results above, as a working copy:
SMILES,IDH1 R132H inh,PRC2 inh
COCC(=O)Nc1ccc2c(c1)OC[C@H](C)N(Cc1cccnc1)C[C@@H](C)[C@H](OC)CN(C)C2=O,0.2,-3
Cc1ccc(-c2csc3ncnc(SCC(=O)Nc4ccccc4F)c23)cc1,0.0,-9
COc1ccc(NC(=O)Nc2ccc3c(c2)CC(=O)N([C@H](C)CO)C[C@H](C)[C@@H](CN(C)Cc2ccccc2)O3)cc1,-0.3,-32
C[C@@H]1CN([C@@H](C)CO)C(=O)c2cc(C#CC3(O)CCCC3)cnc2O[C@@H]1CN(C)C,1.8,0
COc1ccccc1S(=O)(=O)N[C@H]1C=C[C@@H](CC(=O)NCc2cccc(F)c2)O[C@@H]1CO,-0.1,3
O=C(Cc1ccccc1[N+](=O)[O-])Nc1ccc2c(c1)OCCO2,0.4,-2
C[C@H](CO)N1C[C@H](C)[C@@H](CN(C)C(=O)Nc2cccc(Oc3ccccn3)c2)OCc2cnnn2CCCC1=O,/,-2
C[C@H](CO)N1C[C@H](C)[C@@H](CN(C)C(=O)CN(C)C)Oc2cc(C#Cc3cccnc3)ccc2S1(=O)=O,7.4,1
C[C@@H]1CN([C@H](C)CO)C(=O)c2cc(C3=CCCCC3)cnc2O[C@@H]1CN(C)CC1CCOCC1,-1.5,-12
C[C@H](CO)N1C[C@H](C)[C@H](CN(C)C(=O)c2ccccn2)Oc2ncc(-c3cccc(C#N)c3)cc2C1=O,-2.6,4

# The list is partial; rates above refer to the full screens.
